Screening data: PubChem, National Center for Advancing Translational Sciences (NCATS)
Tb PYK inh – qHTS of Trypanosoma Brucei Inhibitors; TbPYK enzyme, Kinase-Glo Plus ATP luminescence, 45 min; Potency, µM (doses to about 76.8 µM), without a hit: at the highest dose activity, negative = inhibition, actives largely listed as inhibitors; 410,000 compounds, 0.12% hits; also: potency is read from the fitted curve at half-maximal effect; % is scaled to controls: 0 for no effect and ±100 for the full control effect; nearly all actives have a fitted effect of over 50% in size
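Activity of T. brucei pyruvate kinase was followed by Kinase-Glo Plus luminescence after the enzyme reacted 45 min at room temperature with 130 uM ADP (final) and substrate. Test compounds were added before ADP at multiple concentrations.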
Pf growth 96h – Primary qHTS for delayed death inhibitors of the malarial parasite plastid, 96 hour incubation; P. falciparum luciferase reporter growth, 96 h; 320,000 compounds, 6.9% hits; Potency, µM (top dose mostly 28.7 µM), for inactives: top-dose activity change, negative = inhibition, hits mostly inhibitors; also: potency is read from the fitted curve at half-maximal effect; % is scaled to controls: 0 for no effect and ±100 for the full control effect
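Infected RBCs, 2% Hct / 0.05% parasitemia final; luciferase-reporter P. falciparum; cpd 96 h, 37 C, 5% CO2; luciferase detection reagent; luminescence.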
CHX counter – Cycloheximide Counterscreen for Small Molecule Inhibitors of Shiga Toxin; max response, %; 300,000 compounds, 12% hits; AID 2314, 2010; cell reporter, cycloheximide protein synthesis inhibition counterscreen; in the data active = max response mostly above about 13%, no sharp cut-off; inactive = mostly below about 14%; also: read at 38.3 µM for the half of the compounds with a filed dose; 0% is about no effect
Shiga inhibitor – A qHTS for Small Molecule Inhibitors of Shiga Toxin; 290,000 compounds, 9.2% hits; Vero cells, Shiga toxin protein synthesis inhibition reporter; inhibition, % at 38.7 µM; in the data active = inhibition mostly above about 28%, no sharp cut-off; inactive = mostly below about 43%; also: 0% is about no effect
LmPK inh – qHTS Assay for Inhibitors of Leishmania Mexicana Pyruvate Kinase (LmPK). AID 1721, 2009. purified LmPK, Kinase-Glo ATP luminescence, 1 h. 290,000 compounds, 0.37% hits. Potency, µM (highest dose often 57.5 µM), without a hit: at the highest dose activity change, negative = inhibition, actives largely listed as inhibitors; also: potency is read from the fitted curve at half-maximal effect; % is scaled to controls: 0 for no effect and ±100 for the full control effect
Target sequence (Q27686 whole entry, looked up): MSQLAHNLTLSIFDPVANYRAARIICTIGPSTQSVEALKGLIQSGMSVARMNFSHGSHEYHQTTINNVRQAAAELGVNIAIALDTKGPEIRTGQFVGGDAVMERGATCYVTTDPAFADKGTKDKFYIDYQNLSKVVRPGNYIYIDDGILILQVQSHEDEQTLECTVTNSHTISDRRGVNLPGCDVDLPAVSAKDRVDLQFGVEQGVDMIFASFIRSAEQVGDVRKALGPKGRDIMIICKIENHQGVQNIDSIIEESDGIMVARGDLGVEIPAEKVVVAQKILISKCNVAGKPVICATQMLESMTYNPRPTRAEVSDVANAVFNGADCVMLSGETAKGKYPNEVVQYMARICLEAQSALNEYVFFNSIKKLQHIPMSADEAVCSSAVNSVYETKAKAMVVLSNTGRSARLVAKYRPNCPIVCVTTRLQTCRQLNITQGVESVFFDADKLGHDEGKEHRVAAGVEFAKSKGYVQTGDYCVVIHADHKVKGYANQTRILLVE
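qHTS format; LmPK 0.1 nM; substrates PEP 0.5 mM and ADP 0.1 mM. One-hour room-temperature incubation, then coupled luciferase luminescence; 0.5 nM enzyme wells mark activation.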
Pf growth 48h – Primary qHTS for delayed death inhibitors of the malarial parasite plastid, 48 hour incubation. Potency, µM (highest dose often 28.7 µM), for the others: top-dose activity change, negative = inhibition, hits mostly inhibitors. 310,000 compounds, 5.9% hits. P. falciparum luciferase growth in erythrocytes, 48 h; also: potency is read from the fitted curve at half-maximal effect; % is scaled to controls: 0 for no effect and ±100 for the full control effect
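Read-out is firefly luciferase luminescence from an integrated reporter in P. falciparum, so falling signal marks reduced parasite growth. Infected erythrocytes were at 2% hematocrit and 0.1% parasitemia (final) in Albumax-supplemented RPMI 1640.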
HCV inh – qHTS Assay for Inhibitors of Hepatitis C Virus (HCV); AID 651820, 2012; Potency, µM (doses to about 41.8 µM), inactives show at the top dose activity change, negative = inhibition, actives largely listed as inhibitors; 340,000 compounds, 3.4% hits; Huh7.5.1 HCVcc-Cre infection, luciferase reporter, 44 h; also: potency is read from the fitted curve at half-maximal effect; % is scaled to controls: 0 for no effect and ±100 for the full control effect
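Compounds are dispensed onto cells plated 4 h earlier at 1,000 per well, with HCVcc-Cre virus (about 0.5 moi) added next. Following 44 h of culture, luminescent signal is measured for 15 sec after 15 min with substrate at room temperature.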
* = called active by the depositor; & = joins results of further samples; [ ] = another dose, or the depositor's remark. Unless noted, calls follow the shape of the dose curve; as a rule, active = well fitted curve in the direction sought with a large enough effect; inconclusive = small, poorly fitted or top-dose-only effect, or another doubt; inactive = no such curve, though single readings can be large; an effect the other way counts as inactive or inconclusive.

CCCN1C(=O)/C(=c2\sc3nc(=O)c(Cc4ccc(C)cc4)nn3c2=O)c2ccccc21 was read as Tb PYK inh inconclusive, Pf growth 96h 97%[activator], CHX counter -2, Shiga inhibitor 3, LmPK inh 1%, Pf growth 48h -5% and HCV inh 15%.
CCCn1c(NC(=O)c2ccccc2Br)nc2ccccc21 was read as Tb PYK inh 6%, Pf growth 96h inconclusive, CHX counter 18*, Shiga inhibitor 72, LmPK inh 6%, Pf growth 48h inconclusive and HCV inh inconclusive.
Screening O=C(CCNC(=O)N1CCn2c1nc1ccccc12)NCc1ccccc1Cl returned Tb PYK inh -5%, Pf growth 96h -20%, CHX counter 5, Shiga inhibitor -7, LmPK inh 8%, Pf growth 48h -9% and HCV inh -9%.
For CC(=NCCCn1ccnc1)c1c(-c2ccccc2)[nH]n(-c2nc3ccccc3s2)c1=O the results were Tb PYK inh 2%, Pf growth 96h inconclusive, CHX counter -2, Shiga inhibitor -9, LmPK inh -4% and HCV inh inconclusive.
CC(C)c1ccc2c(c1)CCC1C(C)(CN)CCCC21C (configuration not stated) was read as Tb PYK inh -4%, Pf growth 96h 10µM*, CHX counter -4, Shiga inhibitor 21, LmPK inh -2%, Pf growth 48h inconclusive and HCV inh inconclusive.
For COc1ccc(N(C)C(=O)c2cn(C)c(=O)c3cc(OC)c(OC)cc23)cc1 the results were Tb PYK inh 0%&-2%, Pf growth 96h inconclusive, CHX counter -1, Shiga inhibitor -5, LmPK inh -2%, Pf growth 48h 6% and HCV inh 1%.
For O=C(CSc1nnc(CNC(=O)c2ccco2)o1)Nc1ccc(F)cc1 the results were Tb PYK inh -1%, Pf growth 96h 10µM*, CHX counter -4, Shiga inhibitor -2, LmPK inh 0%, Pf growth 48h 8% and HCV inh 12%.
For Cc1cc(C)c(NC(=O)CNC(=O)Cc2ccc(S(=O)(=O)N3CCOCC3)s2)c(C)c1 the results were Tb PYK inh 0%, Pf growth 96h -26%, Pf growth 48h inconclusive and HCV inh -4%.
For Cc1ccc(-c2nc3ccccc3[nH]2)cc1NC(=O)c1sc2ccccc2c1Cl the results were Tb PYK inh -4%, Pf growth 96h inconclusive, CHX counter -1, Shiga inhibitor -6, LmPK inh 3%, Pf growth 48h inconclusive and HCV inh inconclusive.
CCC(C)NC(=O)C1CCC(CNS(=O)(=O)c2ccc3c(c2)CC(C)N3C(C)=O)CC1 (configuration not stated) was read as Tb PYK inh -6%, Pf growth 96h -19%, CHX counter 11, Shiga inhibitor -6, LmPK inh 6%, Pf growth 48h -4% and HCV inh -11%.
For CCC1(CC)Cc2ccccc2-c2nc(CN3CCOCC3)[nH]c(=O)c21 the results were Tb PYK inh 0%, Pf growth 96h inconclusive, CHX counter 1, Shiga inhibitor 12, LmPK inh 8%, Pf growth 48h inconclusive and HCV inh 12%.
Screening CS(=O)(=O)N1CCC(NC(=O)Cc2ccccc2)CC1 returned Tb PYK inh -1%, CHX counter 8, Shiga inhibitor -8, LmPK inh -1%, Pf growth 48h 15% and HCV inh 9%.
`Nc1nnc(SCC(=O)NC2CCCc3ccccc32)s1` (configuration not stated) gave Tb PYK inh -1%, Pf growth 96h -8%, CHX counter 0, Shiga inhibitor 0, LmPK inh 0%, Pf growth 48h 35%[activator] and HCV inh 15%.
Clc1nc2ccccc2cc1/C=N/Nc1nc2ccccc2[nH]1 was read as Tb PYK inh -5%, Pf growth 96h inconclusive, CHX counter 41*, Shiga inhibitor 21, LmPK inh -24%, Pf growth 48h 0.52µM* and HCV inh -9%.
`Cc1cccc2cc(C#N)c(SCC(=O)Nc3ccccc3N3CCOCC3)nc12` gave Tb PYK inh -2%, Pf growth 96h 102%[activator], CHX counter -1, Shiga inhibitor 18, LmPK inh 6%, Pf growth 48h -27% and HCV inh -1%.

Quoted at random: 3 entries already listed.
CCCn1c(NC(=O)c2ccccc2Br)nc2ccccc21 was read as Tb PYK inh 6%, Pf growth 96h inconclusive, CHX counter 18*, Shiga inhibitor 72, LmPK inh 6%, Pf growth 48h inconclusive and HCV inh inconclusive.
For COc1ccc(N(C)C(=O)c2cn(C)c(=O)c3cc(OC)c(OC)cc23)cc1 the results were Tb PYK inh 0%&-2%, Pf growth 96h inconclusive, CHX counter -1, Shiga inhibitor -5, LmPK inh -2%, Pf growth 48h 6% and HCV inh 1%.
For Cc1ccc(-c2nc3ccccc3[nH]2)cc1NC(=O)c1sc2ccccc2c1Cl the results were Tb PYK inh -4%, Pf growth 96h inconclusive, CHX counter -1, Shiga inhibitor -6, LmPK inh 3%, Pf growth 48h inconclusive and HCV inh inconclusive.

(listing goes on)
For CCc1ccc2[nH]c(=O)c(CN(CCN(C)C)C(=O)Nc3ccccc3)cc2c1 the results were Tb PYK inh -2%, Pf growth 96h -18%, CHX counter -2, Shiga inhibitor 26, LmPK inh -8%, Pf growth 48h inconclusive and HCV inh -5%.
`CCN1CCN(C(=O)CN(CC)S(=O)(=O)c2ccc(F)cc2)CC1` gave Tb PYK inh 12%, Pf growth 96h 3.3µM*, CHX counter -2, Shiga inhibitor -18, LmPK inh 0%, Pf growth 48h -7% and HCV inh 21%.
O=C(Nc1cccc2c1C(=O)NC2=O)c1cccc(N2C(=O)CCC2=O)c1 was read as Tb PYK inh 4%, Pf growth 96h 0%, CHX counter -7, Shiga inhibitor 3, LmPK inh 3%, Pf growth 48h 24% and HCV inh 7%.
For Cc1ccc(NC(=O)CSCC#N)cc1Cl the results were Tb PYK inh 3%, Pf growth 96h 6%, CHX counter -2, Shiga inhibitor -3, LmPK inh 3%, Pf growth 48h 9% and HCV inh 5%.
Screening COc1cccc(NC(=O)c2sc(NC(=O)c3ccncc3)nc2C)c1 returned Tb PYK inh -10%, Pf growth 96h 279%[activator], CHX counter -7, Shiga inhibitor -3, LmPK inh inconclusive, Pf growth 48h 18% and HCV inh 2%.
Screening COc1cc(NC(=S)N2CCN(C/C=C/c3ccccc3)CC2)cc(OC)c1 returned Tb PYK inh -16%, Pf growth 96h 0%, CHX counter -3, Shiga inhibitor -6, LmPK inh 4%, Pf growth 48h -14% and HCV inh inconclusive.
For CCC(C)NC(=O)c1cc2c(=O)[nH]c3ccc(C)cc3c2s1 (configuration not stated) the results were Tb PYK inh -9%, Pf growth 96h 36%[activator], CHX counter -2, Shiga inhibitor -3, LmPK inh -2%, Pf growth 48h inconclusive and HCV inh -30%.
C/C(N)=C(/C#N)C(=O)COC(=O)c1cc(C)n(-c2ccc(F)cc2)c1C was read as Tb PYK inh -2%&0%, Pf growth 96h 3.3µM*, CHX counter 72*, Shiga inhibitor 96*, LmPK inh 2%, Pf growth 48h 8.3µM* and HCV inh inconclusive.
For COc1ccc(NS(=O)(=O)c2cccc(C(=O)NCC(c3ccco3)N(C)C)c2)cc1 (configuration not stated) the results were Tb PYK inh -7%, Pf growth 96h inconclusive, Pf growth 48h inconclusive and HCV inh 10%.
CC(CCOC1=NS(=O)(=O)c2ccccc21)NC(=O)C(=O)Nc1ccccc1 (configuration not stated) was read as Tb PYK inh 4%, Pf growth 96h 67%[activator], CHX counter 29*, Shiga inhibitor 65*, LmPK inh 4%, Pf growth 48h 65%[activator] and HCV inh 18%.
Cc1cccc2c(SCC(N)=O)nc(-c3ccccc3)nc12 was read as Tb PYK inh 1%, Pf growth 96h 167%[activator], CHX counter -4, Shiga inhibitor -4, LmPK inh -1%, Pf growth 48h 10% and HCV inh 7.1µM*.
For COc1ccc(-n2c3c(c(=O)[nH]c2=O)C(NC(=O)c2ccncc2)(C(F)(F)F)C(=O)N3)cc1 (configuration not stated) the results were Tb PYK inh -1%, Pf growth 96h -7%, CHX counter 10, Shiga inhibitor 34, LmPK inh -5%, Pf growth 48h 12% and HCV inh 2%.
`Cc1cccc(CSc2nnc(-c3ccccn3)n2N)c1` gave Tb PYK inh -2%, Pf growth 96h inconclusive, CHX counter 18*, Shiga inhibitor 36, LmPK inh 4%, Pf growth 48h 33%[activator] and HCV inh 6%.
Cc1ccc(C(=O)NNC(=O)c2ccc(S(=O)(=O)N3CCOCC3)cc2)cc1 was read as Tb PYK inh -6%, Pf growth 96h 31%[activator], CHX counter -6, Shiga inhibitor -11, LmPK inh -2%, Pf growth 48h 11% and HCV inh 1%.
Screening Cc1ccc(/C=C2/SC(=S)N(C3CCCCC3)C2=O)o1 returned Tb PYK inh -6%, Pf growth 96h 60%[activator], CHX counter 7, Shiga inhibitor -15, LmPK inh 6%, Pf growth 48h 1% and HCV inh -10%.
`CCCOc1c(Cl)cc(/C=N/O)cc1OCC` gave Tb PYK inh -8%, Pf growth 96h -23%, CHX counter -5, Shiga inhibitor 6, LmPK inh 2% and HCV inh inconclusive.
For COc1ccccc1NC(=O)CCc1nnc2ccc(N3CCC4(CC3)OCCO4)nn12 the results were Tb PYK inh -1%, Pf growth 96h inconclusive, CHX counter 8, Shiga inhibitor 13, LmPK inh -6%, Pf growth 48h 14% and HCV inh 6%.
COc1ccc(N2CCN(Cc3nc4c(c(=O)[nH]c(=O)n4C)n3CCCc3ccccc3)CC2)cc1 was read as Tb PYK inh -2%, Pf growth 96h 3%, CHX counter -3, Shiga inhibitor -11, LmPK inh 5% and Pf growth 48h inconclusive.
Screening CCS(=O)(=O)N1CCC(C(=O)NCCCN2CCCC2)CC1 returned Tb PYK inh 8%, Pf growth 96h 21%, CHX counter -1, Shiga inhibitor -16, LmPK inh -4%, Pf growth 48h -6% and HCV inh 27%.
For CC1=CC(C)(C)N2C(=O)C3(C(C#N)=C(N)Oc4cc(C)oc(=O)c43)c3cccc1c32 (configuration not stated) the results were Tb PYK inh 4%, Pf growth 96h 15µM*, CHX counter -2, Shiga inhibitor -7, LmPK inh 10%, Pf growth 48h inconclusive and HCV inh inconclusive.
CCN(CC(=O)NCc1cccs1)C(=O)COc1ccc(C(N)=O)cc1 was read as Tb PYK inh -1%, Pf growth 96h inconclusive, Pf growth 48h 4% and HCV inh 5%.
Screening Cc1ccc(-c2csc(N3CCC[C@@H]3C(=O)NCCn3c(C(F)(F)F)nc4ccccc43)n2)cc1 returned Tb PYK inh 4%, Pf growth 96h 2.3µM*, CHX counter 7, Shiga inhibitor 17, LmPK inh 0%, Pf growth 48h inconclusive and HCV inh inconclusive.
Screening CCOc1ccc(/C=N/NC(=O)CSc2n[nH]c(=O)[nH]c2=O)cc1OC returned Tb PYK inh 0%, Pf growth 96h 41%[activator], CHX counter -2, Shiga inhibitor -4, LmPK inh 0%, Pf growth 48h inconclusive and HCV inh 6%.
`CN(C)/C=C(/C(=O)c1ccccc1)S(=O)(=O)c1ccc(Cl)cc1` gave Tb PYK inh -1%, Pf growth 96h inconclusive, CHX counter 10, Shiga inhibitor 13, LmPK inh 2%, Pf growth 48h 8% and HCV inh -1%.
Screening Cc1cccc(C)c1OCC(=O)OC/C(O)=C(\C#N)c1nc2ccccc2[nH]1 returned Tb PYK inh 1%, Pf growth 96h 14%, CHX counter -1, Shiga inhibitor -7, LmPK inh 0%, Pf growth 48h 35%[activator] and HCV inh 25%.

Rows are unselected. Share with any hit: about 24%.
